# JMJD2A Tudor – inhibitors of human JMJD2A Tudor domain | O75164 | AlphaScreen JMJD2A-Tudor / H3K4me3 peptide binding | Potency, µM (series often up to 114 µM), for inactives: at the top dose activity change, negative = inhibition, most hits filed as inhibitors | actives 4.4% (n = 390,000); further: potency means the concentration at half of the fitted maximal effect; on the % scale 0 is the no-effect control and ±100 the full control effect; nearly all actives have a fitted effect of over 50% in size
# HP1b chromo inh – inhibitors of HP1-beta chromodomain binding to methylated histone tails. P83916. Potency, µM (doses to about 114 µM), without a hit: top-dose activity change, negative = inhibition, usual class: inhibitors. AlphaScreen HP1-beta / biotin-H3K9me3 peptide binding. actives 0.56% (n = 390,000); further: potency means the concentration at half of the fitted maximal effect; nearly all actives have a fitted effect of over 70% in size; inactives centre near 23
#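 HP1-beta protein (50 nM final) preincubated 30 min at room temperature with biotinylated H3(1-18)K9me3 peptide (50 nM) in PBS pH 7.4, 0.01% Tween-20, then compound added for 30 min. AlphaScreen streptavidin donor/nickel chelate acceptor beads (10 ug/mL final), 30 min dark, luminescence read.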
# ALOX12 inh – inhibitors of human 12S-lipoxygenase ALOX12 | Potency, µM (series often up to 108 µM), for the others: top-dose activity change, negative = inhibition, actives largely listed as inhibitors | AID 1671190 | purified 12hLO, xylenol orange hydroperoxide absorbance | actives 1.1% (n = 580,000); further: potency means the concentration at half of the fitted maximal effect; on the % scale 0 is the no-effect control and ±100 the full control effect
# Target sequence (P18054 whole entry, looked up): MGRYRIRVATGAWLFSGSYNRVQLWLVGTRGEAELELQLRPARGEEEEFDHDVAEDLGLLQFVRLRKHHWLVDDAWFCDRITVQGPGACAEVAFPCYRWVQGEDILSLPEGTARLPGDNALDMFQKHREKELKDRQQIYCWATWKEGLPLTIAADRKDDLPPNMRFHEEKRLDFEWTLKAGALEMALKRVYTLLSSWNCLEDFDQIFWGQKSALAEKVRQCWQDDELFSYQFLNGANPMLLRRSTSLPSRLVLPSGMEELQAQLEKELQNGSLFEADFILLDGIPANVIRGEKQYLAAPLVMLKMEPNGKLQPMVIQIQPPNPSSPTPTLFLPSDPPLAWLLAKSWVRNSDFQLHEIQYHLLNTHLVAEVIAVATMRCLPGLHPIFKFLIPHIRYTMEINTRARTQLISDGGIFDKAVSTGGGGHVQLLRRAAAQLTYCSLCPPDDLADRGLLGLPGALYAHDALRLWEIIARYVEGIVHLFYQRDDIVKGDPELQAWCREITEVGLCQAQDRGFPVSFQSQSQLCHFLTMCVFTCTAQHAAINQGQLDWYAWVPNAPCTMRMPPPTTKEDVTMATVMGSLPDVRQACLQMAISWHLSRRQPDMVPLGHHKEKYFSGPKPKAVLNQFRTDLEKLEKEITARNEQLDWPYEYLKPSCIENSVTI
#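 Purified human 12hLO at 150 nM in 25 mM Hepes, 0.01% Triton X-100, pH 7.0, preincubated 15 min at room temperature with compound. Reaction started with 40 uM arachidonic acid, 30 min at room temperature. Hydroperoxide measured by Fe-xylenol orange, 573/405 nm absorbance ratio.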
# PI4K2A block – PI4K2A (human) kinase inhibition | purified PI4K2A, ADP-Glo luminescence, 1 h; active compounds read low | actives 0.13% (n = 420,000) | Q9BTU6 | activity change, negative = inhibition, % at 76.9 µM; in the data active means activity change below about -50%; inconclusive means mostly about -30% to -49%;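 further: -100% = wells without enzyme as full effect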
#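 PI4K2A activity was measured by ADP-Glo luminescence: enzyme (4 ug/mL stock) and phosphatidylinositol (1.2 mM stock) in Tris pH 7.5/MgCl2/EGTA/Triton X-100 buffer were reacted with ATP (300 microM stock) for one hour at ambient temperature.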
# RGS4 inhibitor – inhibitors of human regulator of G protein signaling 4 | Transcreener GDP fluorescence polarization, RGS4-accelerated GTP hydrolysis | P49798 | actives 0.039% (n = 390,000) | Potency, µM (top dose mostly 114 µM), for inactives: at the highest dose activity change, negative = inhibition, actives largely listed as inhibitors | AID 504845; further: potency means the concentration at half of the fitted maximal effect; on the % scale 0 is the no-effect control and ±100 the full control effect; nearly all actives have a fitted effect of over 75% in size; some results filed as inactive show a strong effect at the top dose
#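 MLSMR compounds (23 nl, pin-transferred) preincubated 10 min at room temperature with a 500nM (2x) first reagent, then RGS4 at 900nM (2x) plus Transcreener GDP mix added; fluorescence polarization (620/688 nm) read before and after 90 min at 30 °C.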
# BAZ2B block – BAZ2B (human) inhibition; Q9UIF8; AlphaScreen BAZ2B-H3K14Ac peptide displacement; Potency, µM (top dose mostly 114 µM), inactives show top-dose activity change, negative = inhibition, most hits filed as inhibitors; actives 4.4% (n = 360,000); further: potency means the concentration at half of the fitted maximal effect; on the % scale 0 is the no-effect control and ±100 the full control effect; nearly all actives have a fitted effect of over 60% in size
#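 In this displacement format the biotinylated H3(5-23) peptide acetylated at Lys14 serves as ligand at 50 nM, with BAZ2B at 50 nM in PBS pH 7.4 containing 0.01% Tween-20. Donor and acceptor beads are 10 ug/mL final.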
# G9a block – G9a (human) methyltransferase inhibition. Q96KQ7. G9a H3K9 monomethylation, AlphaScreen, 2 h. Potency, µM (series often up to 102 µM), without a hit: top-dose activity, negative = inhibition, hits mostly inhibitors. actives 8.8% (n = 350,000); further: potency means the concentration at half of the fitted maximal effect; on the % scale 0 is the no-effect control and ±100 the full control effect; nearly all actives have a fitted effect of over 75% in size
# Target sequence (Q96KQ7 913-1193 limits assumed): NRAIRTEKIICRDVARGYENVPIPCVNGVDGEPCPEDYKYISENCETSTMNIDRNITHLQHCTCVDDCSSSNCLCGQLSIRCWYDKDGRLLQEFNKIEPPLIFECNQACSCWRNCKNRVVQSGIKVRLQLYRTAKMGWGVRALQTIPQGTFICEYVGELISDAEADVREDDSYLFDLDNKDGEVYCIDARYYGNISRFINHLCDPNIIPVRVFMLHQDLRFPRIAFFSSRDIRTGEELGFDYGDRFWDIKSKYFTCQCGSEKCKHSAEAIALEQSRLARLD
#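 AlphaScreen detection with an anti-monomethyl H3K9 antibody quantified product after a 2 h room-temperature reaction containing 500 nM biotinylated H3K9 peptide, 20 µM SAM and 20 nM enzyme, which had been preincubated 15 min with compound.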
# GLS inhibitor – blocks human kidney-isoform glutaminase activity; O94925; GLS enzymatic activity, qHTS titration; Potency, µM (highest dose often 45.5 µM), without a hit: top-dose activity change, negative = inhibition, hits mostly inhibitors; actives 0.21% (n = 410,000); AID 624170; further: potency means the concentration at half of the fitted maximal effect; on the % scale 0 is the no-effect control and ±100 the full control effect
#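 Glutamate formation by hKGA was monitored fluorometrically using coupled glutamate oxidase, HRP and Amplex Red. Substrate was added as 1 mM L-glutamine solution; incubation was 30 min at RT after an initial read.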
# ERG-DNA inh – ERG Ets/DNA interaction inhibition. P11308. fluorescence polarization, His-ERG Ets domain / labelled DNA. Potency, µM (highest dose often 76.9 µM), inactives show at the top dose FP activity, negative = inhibition, most hits filed as inhibitors. actives 0.028% (n = 370,000). AID 624246; active means well fitted inhibition curve with a large enough effect in the polarisation, with a control signal flat; inconclusive means small, poorly fitted or top-dose-only effect, or effect the other way, or a change in a side signal; inactive means no such curve, though single readings can be large or run the other way; the % refers to the polarisation;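 further: polarization taken with two DNA probes labelled with fluorescein and Texas red; potency means the concentration at half of the fitted maximal effect; % of control where 0% means no effect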
#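 His-tagged ERG Ets domain (1 uM in the protein solution; 300mM KCl, 50mM Tris-HCl, 1mM EDTA, 1mM DTT, pH 7.5) received compound, then a probe mix of 5 nM fluorescein-DNA and 100nM Texas-615-DNA. Fluorescence polarization was read for both dyes.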
# The depositor's hits bear a star; u = inconclusive; x = not tested or not shown; & = joins results of further samples; [ ] = another dose, or the depositor's remark. Unless noted, the call rests on the fitted dose curve; in most records, active means well fitted curve in the direction sought with a large enough effect; inconclusive means small, poorly fitted or top-dose-only effect, or another doubt; inactive means no such curve, though single readings can be large; an effect the other way counts as inactive or inconclusive. An excerpt (hit frequency here may not be typical).
SMILES,JMJD2A Tudor,HP1b chromo inh,ALOX12 inh,PI4K2A block,RGS4 inhibitor,BAZ2B block,G9a block,GLS inhibitor,ERG-DNA inh
Cc1ccc2cc(CN(CC3CCCO3)C(=S)Nc3ccccc3)c(=O)[nH]c2c1C (stereo not drawn),-16.4%,13.0%,-21.8%,-0.9,-5.6%,-6.6%,18.3%[59 µM],-6.2%,-9.9%
CC(=O)Nc1cc(NC(C)=O)c2nc(N)sc2c1,7.0%,42.6%[activator],2.5%,-0.4,-6.4%,-6.1%,-1.0%,20.4%,13.9%
CCN1CCN(c2c(S(=O)(=O)c3ccc(C)c(C)c3)cnc3ccc(F)cc23)CC1,-33.3%&-27.6%,-1.1%&8.6%,19.8%&2.2%,-2.7&0.4,9.6%&21.4%,-1.3%&-13.5%,u,-0.9%&0.8%,15.4%&-6.7%
CCCN1C2CCCC1CC(NC(=O)c1cc(OC)c(OC)c(OC)c1)C2 (stereo not drawn),-4.1%,24.2%,-7.1%,0.5,-6.2%,4.6%,0.2%,5.6%,2.0%
Cc1ccc(C(=O)NC2=NCCS2)cc1Cl,-7.2%,51.7%[activator],x,-0.5,-7.9%,-23.8%,5.3%[59 µM],-1.3%,-0.8%
Cc1c(N2C(=O)CS/C2=N\N=C\c2ccc(Cl)cc2)c(=O)n(-c2ccccc2)n1C,-13.9%,13.8%,18.3%,5.0,40.9%,4.2%,53.4%[activator][12.7 µM],0.2%,-11.1%
CCOc1ccc2[nH]c(=O)c(CN(Cc3ccco3)C(=O)c3ccc(Br)cc3)cc2c1,-14.2%,37.0%,u,-5.1,-40.4%,-1.7%,u,0.0%,5.5%
Cc1ccc2nc(-c3ccc(NC(=S)NC(=O)CC(C)C)cc3)sc2c1,7.4%,16.6%,0.0%,-4.6,24.9%,-22.4%,-34.1%[59 µM],-0.3%,-13.6%
CCOc1ccc2nc(N/C(N)=N/C(=S)Nc3ccc(C)c(C)c3)nc(C)c2c1,-19.9%,31.9%,44.7µM*,0.6,6.4%,-8.5%,13.4%,14.4%,10.1%
O=C(O)C1C2C=CC(C2)C1C(=O)Nc1nccs1 (stereo not drawn),-8.6%,42.3%[activator],-27.8%,-0.7,3.4%,-2.8%,2.3%,2.2%,0.2%
O=C(Nc1ccc(C(=O)OCc2cc(=O)n3c4c(sc3n2)CCCC4)cc1)c1ccc(Cl)cc1,10.3%,27.6%,-24.3%,-3.0,0.5%,-3.8%,-4.2%[12.7 µM],0.2%,-0.8%
COc1ccc(-c2cc(C(=O)NC3CCCC3)no2)cc1,-15.7%,3.6%,0.0%,-0.9,-10.6%,8.6%,-10.7%[59 µM],9.0%,22.1%
CCOC(=O)c1sc(NC(=O)C2CCCCC2)nc1C,-9.6%,34.0%[activator],0.0%,-6.3,-2.0%,x,x,-2.8%,2.2%
Cc1cc(C)c(-c2n[nH]c3c2C(c2ccccc2F)N(CCO)C3=O)c(O)c1 (stereo not drawn),-1.3%,45.1%[activator],-4.7%,-3.7,-19.4%,-14.6%,19.7%[59 µM],1.7%,-4.8%
CC1CCN(C(=O)CSc2nnc(CNC(=O)c3ccc(F)cc3)o2)CC1,2.9%,31.8%,-2.5%,3.3,4.3%,-10.7%,22.8%,-0.2%,1.3%
CC(=O)c1ccc(NC(=O)c2ccc(CN3C(=O)CCn4nc(C)cc43)cc2)cc1,-15.5%,13.0%,u,0.2,-22.6%,-14.7%,-26.0%[59 µM],-1.6%,-4.8%
O=C(Cn1cnc2ccccc21)N/N=C/c1cccnc1,-12.6%,35.7%,u,-2.5,32.9%,-14.0%,-21.4%,0.0%,3.0%
O=S(=O)(c1cccc(Cn2nnc(-c3ccc(F)cc3)n2)c1)N1CCOCC1,-5.6%,15.7%,-11.2%,5.4,14.7%,-1.0%,x,0.0%,22.1%
CCNc1nc(C)c2cc(Br)c(=O)n(CC)c2n1,-8.5%,23.7%,0.0%,-1.4,2.0%,-7.3%,-1.5%,-6.0%,-11.9%
Cc1ccc(NC(=O)Cn2ccn(-c3ccccc3)c(=O)c2=O)cc1,-4.9%,47.2%[activator],-19.3%,-10.8,-15.5%,-1.0%,-2.2%[59 µM],3.3%,-2.4%
O=C(N/N=C/c1ccccc1OC(=O)c1ccc2c(c1)OCO2)c1cccc(F)c1,-12.2%,33.8%,-3.1%,1.6,-9.7%,0.6%,22.1%[59 µM],-13.6%,4.6%
O=C(NCc1ccc(F)cc1)c1cc2c(s1)-c1ccccc1SC2,-3.0%,-1.2%,-14.5%,-6.2,-0.3%,9.3%,3.2%[59 µM],0.2%,2.2%
COc1ccc(N2CCc3c(C)nc4c(OC)cccc4c32)cc1,-22.1%,20.9%,-0.9%,2.9,19.2%,-15.9%,-3.0%,0.1%,6.5%
Oc1[nH]c2ccc(Br)cc2c1N=Nc1ccc(C(F)(F)F)cn1,-33.3%,9.9%,-2.8%,-0.8,0.2%,-11.2%,11.0%[59 µM],0.3%,-1.5%
COc1cc(/C=C(\C#N)c2nc3ccccc3[nH]2)cc(Br)c1OCc1ccccc1,8.7%,96.4%[activator],-26.1%,2.5,-45.4%,4.9%,-6.9%,1.0%,-7.3%
COc1ccccc1CN1CC(C(=O)NCc2cccnc2)CC1=O (stereo not drawn),-9.0%,25.4%,13.2%,0.1,-5.4%,0.2%,13.7%[59 µM],0.6%,x
COc1ccc(Cn2c(=S)[nH]c3ccccc3c2=O)cc1,2.0%,41.0%[activator],0.0%,-1.4,-5.1%,2.8%,23.0%,-0.5%,-0.4%
COc1ccc(NC(=O)c2ccc(OCC3CCCO3)cc2)cc1Cl (stereo not drawn),2.1%,28.0%,6.7%,0.8,-36.9%,5.3%,-1.9%,-1.4%,-1.9%
Cc1ccc(NC(=O)CSc2nc(=O)n(CCN3CCOCC3)c3c2CCC3)c(C)c1,3.2%,14.1%,-22.2%,0.0,16.0%,-2.1%,u,1.3%,0.9%
CCOc1ccc(OCC(=O)Nc2ccc(OC)cc2[N+](=O)[O-])cc1,-14.8%,10.2%,0.6%,-1.5,7.7%,-16.7%,u,0.0%,-1.7%
CC1(C)CN(c2ccc(N3CC(C)(C)C3=O)cc2)C1=O,-1.4%,27.9%,0.4%,9.2,-32.2%,-0.8%,7.1%,-8.6%,6.5%
O=C(NCc1ccc(Cl)cc1)C1CCN(S(=O)(=O)c2cc([N+](=O)[O-])ccc2Cl)CC1,3.0%,17.8%,-28.3%,0.9,-7.0%,9.1%,44.7µM*,0.6%,-3.7%
CC(=O)C1=C(C)NC(=O)NC1c1ccccc1OCC(=O)NCCc1ccccc1 (stereo not drawn),1.9%,20.8%,-11.5%,2.4,-0.9%,5.7%,-3.5%[12.7 µM],0.6%,-7.2%
O=C(NCC1CCCO1)c1ccc(S(=O)(=O)N2CCCCC2)cc1 (stereo not drawn),-1.6%,46.0%[activator],283.1%[activator][57.4 µM],2.8,17.0%,3.2%,-3.1%[12.7 µM],-6.0%,7.2%
CCOC(=O)c1cc2c(ccn2C)n1CC(=O)N(Cc1ccccc1)c1ccccc1,25.1µM*,-45.6%,-15.4%,-19.5,-44.6%,31.6µM*,28.2µM*,3.9%,11.3%
CN(c1cccc(NC(=O)Cc2ccccc2)c1)S(C)(=O)=O,-5.8%,-0.6%,19.4%,3.5,27.1%,-1.7%,-7.7%[12.7 µM],5.6%,-1.7%
Fc1ccc2nc(N3CCCCC3)sc2c1,30.1%,64.5%[activator],0.0%,-8.0,9.3%,19.8%,-4.1%[59 µM],-21.7%,0.0%
Cc1nc2cc(-c3cccc(F)c3)nn2c(C)c1CCC(=O)NC(C)c1ccccc1 (stereo not drawn),-22.6%,22.4%,-15.2%,0.4,13.5%,-11.7%,8.3%[59 µM],3.6%,u
COc1cn(CC(=O)Nc2ccc(F)cc2)c(CN2CCCCC2)cc1=O,2.0%,47.0%[activator],-28.3%,3.6,7.8%,-1.1%,1.0%[59 µM],-3.3%,1.4%
N#C/C(=C/c1ccc(O)cc1)C(=O)NCc1ccc(Cl)cc1,-0.7%,-2.1%,u,-0.3,5.4%,-9.9%,-1.1%,-11.2%,1.1%
Cc1cc(F)ccc1N1CCC(N2CCN(C(C)C)C(CCO)C2)CC1 (stereo not drawn),-15.9%,36.8%,-5.1%,-0.4,-39.5%,-12.3%,-15.1%,47.0%[activator],-27.7%
OC(C#CCN1CCCC1)(c1ccccc1)c1cccnc1 (stereo not drawn),28.2µM*,4.0%,u,-8.3,-15.2%,79.4µM*,8.91µM*,-0.2%,1.0%
Cc1ccc(-n2c(O)c(C=Nc3cc(C)on3)c3ccccc3c2=O)c(C)c1,u,u,-2.8%,1.5,1.2%,-31.7%,u,8.0%,-7.8%
O=C(O)c1ccc(N2CCCCC2)cc1O,-8.2%,37.4%,0.0%,-0.2,-23.8%,-5.0%,x,9.0%,1.7%
